# Kir21 inh: Kir2.1 (mouse) channel inhibition. 310,000 compounds, 0.85% hits. B-score at 10 µM. HEK293-Kir2.1, FluxOR thallium flux fluorescence; hits give low values. AID 1672;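 active = fluorescence ratio B-score at or below minus 3 SD of library scores, with starting-brightness B-score within 2 SD, cut at about -4.2 in these data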;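 also: channel flux triggered by added potassium and thallium sulfate stimulus; B-score of peak minus minimum fluorescence over baseline after thallium stimulus; more negative B-score means stronger Kir2.1 block with less thallium influx; some compounds called inactive have numbers as strong as hits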
# KCNQ2 inh: KCNQ2 channel blockers in CHO-K1 cells – cell-based, FluxOR thallium flux, B-score, primary screen (AID 2156) | 20 min; hits give low values | B-score at 10 µM | 310,000 compounds, 1.1% hits;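 active = fluorescence ratio B-score at most minus 3 library SDs, with starting brightness B-score within 2 library SDs, cut at about -5.5 in these data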
# Target sequence (O88943 whole entry, looked up): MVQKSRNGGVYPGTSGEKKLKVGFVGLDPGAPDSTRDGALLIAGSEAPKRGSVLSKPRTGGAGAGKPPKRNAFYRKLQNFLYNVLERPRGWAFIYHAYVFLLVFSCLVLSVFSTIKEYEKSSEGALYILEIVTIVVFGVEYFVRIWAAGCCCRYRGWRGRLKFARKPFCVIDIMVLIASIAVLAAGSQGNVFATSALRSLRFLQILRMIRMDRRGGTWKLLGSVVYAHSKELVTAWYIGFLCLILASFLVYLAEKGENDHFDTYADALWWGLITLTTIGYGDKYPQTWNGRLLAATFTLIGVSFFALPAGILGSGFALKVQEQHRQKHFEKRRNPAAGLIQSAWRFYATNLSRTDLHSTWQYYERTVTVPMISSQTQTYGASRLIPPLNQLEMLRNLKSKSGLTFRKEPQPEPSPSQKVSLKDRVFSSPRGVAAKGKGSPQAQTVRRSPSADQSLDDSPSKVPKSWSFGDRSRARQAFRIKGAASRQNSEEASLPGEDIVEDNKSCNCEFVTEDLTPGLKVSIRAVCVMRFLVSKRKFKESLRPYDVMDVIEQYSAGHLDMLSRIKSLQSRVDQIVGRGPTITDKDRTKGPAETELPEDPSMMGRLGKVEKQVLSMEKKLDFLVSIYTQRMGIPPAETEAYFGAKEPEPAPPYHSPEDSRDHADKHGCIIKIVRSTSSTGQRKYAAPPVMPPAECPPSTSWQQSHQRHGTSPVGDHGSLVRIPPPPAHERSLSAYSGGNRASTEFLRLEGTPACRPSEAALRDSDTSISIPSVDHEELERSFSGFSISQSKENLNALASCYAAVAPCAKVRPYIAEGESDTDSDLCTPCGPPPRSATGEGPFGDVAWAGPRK
# The depositor's hits bear a star; i = inactive. Compounds were not picked by outcome. Share with any hit: about 1.8%.
Kir21 inh	KCNQ2 inh	Compound
0.11	i	COC(=O)C(c1ccccc1)N(Cc1cccc(CN(C(C(=O)OC)c2ccccc2)S(C)(=O)=O)c1)S(C)(=O)=O (stereo unspecified)
2	i	CCCN(Cc1cc2cc(C)ccc2[nH]c1=O)C(=O)c1cccc(OC)c1
-0.39	i	Cc1cc(F)ccc1NC(=O)CCCN(C)S(=O)(=O)c1ccc(F)cc1
-0.91	i	CCOCCCNC(=O)C1(O)c2cc(Br)ccc2NC(=O)N1c1ccc(CC)cc1 (stereo unspecified)
-0.84	i	Cc1ccc(NC(=O)CN2C(=O)S/C(=C\c3ccccn3)C2=O)cc1
0.95	i	O=C1N=C(N2CCCCC2)S/C1=C\c1ccccc1F
1.2	i	O=c1c2c(-c3cccs3)csc2ncn1-n1cccc1
0.17	i	Cc1cc(C)c2c(=O)[nH]n(C3CCCCCC3)c2n1
2.8	i	Cc1cc(C)c(S(=O)(=O)Nc2c(C)n(C)n(-c3ccccc3)c2=O)cc1[N+](=O)[O-]
-0.85	i	CSc1ccccc1OCc1cc(C(=O)N2CCc3sccc3C2)no1
-0.15	i	COc1ccc(-c2nnn3c2nc(NCc2ccccc2)c2ccccc23)cc1
-0.01	i	COc1cc(O)ccc1C=O
-0.82	i	Cc1cccc(N2CCN(C(=O)Cn3nc(Cc4ccncc4)c4ccccc4c3=O)CC2)c1C
-6.5	i	CCC(=O)N(Cc1c(C)nn(-c2ccccc2)c1Cl)c1ccc(Cl)cc1
0.03	i	CC(=O)c1ccccc1OCc1ccc(C(=O)c2ccccc2)cc1
1.5	i	COc1cc(N2CCCC2)c(OC)cc1/C=C(/C#N)c1ccc(F)cc1
-0.93	i	Cc1cc(OCCCn2ccnc2)cc(C(C)C)c1
-3	i	CC(C)CS(=O)(=O)C1=NN2C(=N)/C(=C\c3ccc(OC(=O)c4ccco4)cc3)C(=O)N=C2S1
-0.01	i	O=C(Cc1ccc(-n2c(=O)c3sccc3n(Cc3ccc(F)cc3)c2=O)cc1)NCc1ccco1
-1.2	i	C=C(C)C1CC=C(C)/C(=N/Nc2ccccc2[N+](=O)[O-])C1 (stereo unspecified)
1.5	i	O=C(CCCC(=O)OCC(=O)c1ccc(Cl)cc1Cl)Nc1cc(C(F)(F)F)ccc1Cl
-1.5	i	O=C(Cn1cc(C(=O)c2cccs2)c2ccccc21)NCc1cccs1
1.1	i	O=C(O)c1ccc2cccc(Cl)c2c1O
0.31	i	Cc1onc(-c2c(F)cccc2Cl)c1C(=O)NCc1ccccc1
1.2	i	COc1ccc(/C=N/NC(=O)c2ccn[nH]2)cc1Cn1cc([N+](=O)[O-])cn1
-3.2	i	CCOC(CNC(=O)c1ccc2c(c1)ncn2-c1ccc(F)c(F)c1)OCC
0.08	i	CCN1C(=O)C2(C(C#N)=C(N)Oc3n[nH]c(-c4ccc(Cl)cc4)c32)c2ccccc21 (stereo unspecified)
0.15	i	COc1ccccc1NC(=O)/C(C#N)=C/c1c(C)nn(-c2ccc(F)cc2)c1Cl
1.4	i	O=C(NCCN1CCOCC1)/C(=C/c1ccccc1)NC(=O)c1ccccc1
-3	i	C[C@H](NC(=O)c1nc[nH]c1C(=O)N[C@@H](C)c1ccccc1)C(=O)OC(C)(C)C
0.4	i	O=C(O)c1cccnc1-c1ncccc1C(=O)O
2.2	i	O=C(COc1ccc(=O)n(-c2ccccc2)n1)Nc1ccccc1
2.2	i	Cc1ccc(CN(C(=O)c2ccco2)C(C(=O)NC2CCCC2)c2cccnc2)cc1 (stereo unspecified)
-0.64	i	O=C(NCc1ccccc1)c1ccc(N2CCC3(CC2)CC(c2ccc(Cl)cc2)=NO3)c([N+](=O)[O-])c1
-9.6*	i	CCCCOCCCNc1ncnc2c1[nH]c1ccccc12
-0.91	i	COc1cc(CNCCO)ccc1OCC(=O)Nc1ccc(Br)cc1
-0.75	i	O=C(COc1ncnc2c(Cl)cc(Cl)cc12)NC1CCCCCC1
-0.35	i	Cc1ccc(Oc2ncnc3sccc23)cc1
-0.88	i	Cc1cc(S(=O)(=O)N(Cc2ccccn2)Cc2ccco2)ccc1-n1cnnn1
1.2	i	CC1CCCN(C(=O)c2ccc([N+](=O)[O-])o2)C1 (stereo unspecified)
-0.18	i	COc1cc2c(cc1OC)CN(CCOc1ccc(Br)cc1)CC2
2.1	i	COc1ccccc1NC(=O)Cn1cnc2sc(C(=O)Nc3cc(OC)c(OC)c(OC)c3)c(C)c2c1=O
3.7	i	Nc1nnc(-c2cccc(F)c2)s1
1.7	i	CC(C)(C)c1ccc(C(=O)NCCC(=O)N2CCCC2)cc1
-0.08	i	O=C(CCCOc1ccc(Cl)cc1Cl)NCc1ccccn1
1.1	i	CCn1c2ccccc2c2nnc(SCC(=O)c3ccccc3)nc21
-0.01	i	O=[N+]([O-])c1nn(-c2ccc3c(c2)OCCO3)n(O)c1=NCc1ccccc1Cl
1.8	i	CC1CN(Cc2nc3c(c(=O)n(C)c(=O)n3C)n2Cc2cccc(Cl)c2)CC(C)O1 (stereo unspecified)

# Quoted from the listing for reference:
Kir21 inh	KCNQ2 inh	Compound
-0.91	i	CCOCCCNC(=O)C1(O)c2cc(Br)ccc2NC(=O)N1c1ccc(CC)cc1 (stereo unspecified)
-0.84	i	Cc1ccc(NC(=O)CN2C(=O)S/C(=C\c3ccccn3)C2=O)cc1
0.95	i	O=C1N=C(N2CCCCC2)S/C1=C\c1ccccc1F
1.2	i	O=c1c2c(-c3cccs3)csc2ncn1-n1cccc1
0.17	i	Cc1cc(C)c2c(=O)[nH]n(C3CCCCCC3)c2n1

# Other entries.
Kir21 inh	KCNQ2 inh	Compound
-0.3	i	C=CCn1c(SCc2cc(=O)n3ccsc3n2)nc2cc(Cl)ccc2c1=O
0.24	i	O=C(CCCc1ccccc1)N1CCc2ccccc21
-0.23	i	O=C(OCCN1C(=O)c2ccccc2C1=O)c1cc(=O)[nH]c2ccccc12
-0.79	i	Cn1c(-c2ccc(Br)cc2)cnc1NCc1cccnc1
-0.03	i	COc1ccc(C(=O)N2CCN(C(=O)c3ccco3)CC2)cc1
2.2	-6.4*	CC(C)/C(=N/Nc1ccccc1[N+](=O)[O-])c1ccccc1
0.92	i	Cc1ccc(OCCSc2nnc(C)c(=O)n2N)cc1
-1.3	i	O=S(=O)(Nc1ccc2c(c1)nc1n2CCOC1)c1ccc(Cl)cc1
0.08	i	COc1ccccc1C(=O)Nc1nnc(SCC(=O)NCC2CCCO2)s1 (stereo unspecified)
2.4	i	CCOc1ccccc1/C=N/n1c(C)nc2ccccc2c1=O
-0.13	i	O=C(CSc1nc(-c2ccccc2)cs1)Nc1cccc([N+](=O)[O-])c1
-0.81	i	COc1ccc(NC(=O)c2ccccc2Sc2ccc(NC(C)=O)nc2)cc1
0.01	i	CCOC(=O)CNc1nc(C(C)(C)C)nc2c1nnn2Cc1ccccc1
1.5	i	Cc1noc(/C=C/N(C)C)c1S(=O)(=O)N1CCCC(C(=O)Nc2ccc(F)cc2F)C1 (stereo unspecified)
-0.09	i	O=C(Cc1ccccc1)NNC(=S)Nc1ccccc1
-1.4	i	Cc1ccc(NC(=O)CO/N=C(\N)c2nonc2N)cc1C
0.49	i	CC(C)CNC(=S)NC(=O)c1ccccc1Cl
-1.7	i	O=[N+]([O-])c1c(N2CCN(CCO)CC2)nc2ccccn12
0.18	i	Brc1cccc(OCCN2CCCCC2)c1
0.84	i	Cc1ccsc1C(=O)OCC(=O)c1cc2ccccc2o1
-0.04	i	CCOc1ccccc1NC(=O)CSc1ccc([N+](=O)[O-])cc1
-2.2	i	CCN(Cc1ccccc1)C(c1ccccn1)c1nnnn1C(C)(C)CC (stereo unspecified)
1.4	i	Cc1ccccc1NC(=O)C[n+]1cc(-c2ccccc2)n2c1CCC2
-0.48	i	O=C(NCCCN1CCOCC1)c1ccc2c(c1)N(Cc1ccccc1)CCS2
1.4	i	Cc1csc2nc(CNS(=O)(=O)c3ccc4c(c3)CCCC4)cn12
-0.02	i	Cc1nc2cc(O)ccc2n1C
-2	i	O=C(c1ccc(CN2CCc3ccccc3C2)cc1)N1CCCCC1
0.82	i	COC(=O)c1sc(NC(=O)CSc2nc3cccnc3n2C)nc1C
0.07	i	CNc1nnc(-c2ccco2)s1
2	i	O=C(Nc1ccc2c(c1)OCO2)c1ccc(Cl)cc1Cl
0.82	i	CCNC(=S)NNc1ccccc1
-1.2	i	COc1ccc2nc(SCC(=O)NCCc3ccccc3)[nH]c2c1
0.59	i	O=S1(=O)CCN2C(=N1)SC1=C2CCN(Cc2ccccc2)C1
-0.58	i	Cc1nn(C)c(C(=O)NNC(=S)NCc2ccco2)c1Cl
0	i	COc1cc(OC)cc(C(=O)N2CCN(C(=O)COc3ccc4ccccc4c3)CC2)c1
1	i	O=c1[nH]c(C2CCN(S(=O)(=O)c3ccc(C(F)(F)F)cc3)CC2)nc2c1nnn2Cc1ccc(F)cc1
1.2	i	COc1cc(NC(=O)C2CCCN(S(=O)(=O)c3cnc[nH]3)C2)cc(OC)c1 (stereo unspecified)
-1	i	COc1c(C)cc(Br)cc1C(=O)Nc1ccc(N2CCN(S(C)(=O)=O)CC2)cc1
0.01	i	Cc1ccc(C)c(NC(=S)NCc2ccc3[nH]c4c(c3c2)CCCC4)c1
-0.31	i	C=CCN(c1ccccc1)S(=O)(=O)c1c(C)[nH]c(=O)[nH]c1=O
1	i	CN(Cc1ccccc1)C(=O)c1cn(C)c2ccc(S(=O)(=O)N3CCCC3)cc2c1=O
-0.23	i	Cc1ccccc1C(=O)Nc1c2c(nn1C(C)(C)C)CS(=O)(=O)C2
1.3	i	CCS(=O)(=O)N1CCN(c2ccccc2)CC1
-0.06	i	COC(=O)C1C2C=CC3(CN(Cc4cccs4)C(=O)C13)O2 (stereo unspecified)
1.2	i	O=C(O)c1ccccc1Cc1nc2cc(Cl)ccc2c(=O)[nH]1
0.21	i	CCO[C@@H]1OC(C(N)=O)=C[C@H](c2cn(C(C)=O)c3ccccc23)[C@H]1CCCO
-0.62	i	COCCCNC(=O)CCc1nnc2ccc(N3CCC(C)CC3)nn12
2	i	Cc1ccc(C(=O)COC(=O)CNC(=O)CN2C(=O)c3ccccc3C2=O)cc1

# Profiles, looked up by structure. Order of values: Kir21 inh | KCNQ2 inh
# Shown for Cc1ccc(OCCSc2nnc(C)c(=O)n2N)cc1 = 0.92 | i
# Shown for Cc1cccc(N2CCN(C(=O)Cn3nc(Cc4ccncc4)c4ccccc4c3=O)CC2)c1C = -0.82 | i
# Shown for COc1ccc(C(=O)N2CCN(C(=O)c3ccco3)CC2)cc1 = -0.03 | i
# Shown for Brc1cccc(OCCN2CCCCC2)c1 = 0.18 | i

# (continued)
Kir21 inh	KCNQ2 inh	Compound
0.01	i	COc1ccc(N2CCN(C(=O)CCc3cc(OC)c(OC)c(OC)c3)CC2)cc1
1.3	i	Cc1ccc(/C=N/NC(=O)c2nnn(-c3nonc3N)c2-c2ccc3c(c2)OCO3)s1
-0.96	i	Cc1ccc(Cn2nnc3c(=O)[nH]c(C4CCN(S(=O)(=O)c5ccccc5F)CC4)nc32)cc1
1.1	i	COC(=O)CCC(=O)OC1(C)C(=O)C2=CN(c3ccc(OC)cc3)C(c3ccc(OC)cc3)=CC2=C(Br)C1=O (stereo unspecified)
-1.6	i	CC(C)C[C@H](NC(=O)c1[nH]cnc1C(=O)N[C@@H](C)c1ccccc1)C(=O)OC(C)(C)C
-0.71	i	CC(C)N(Cc1nccn1C)C(=O)CC1C(=O)NCCN1Cc1ccccc1C(F)(F)F (stereo unspecified)
0.38	i	CN1C(=O)C(CCC(=O)O)NC1=S (stereo unspecified)
0.01	i	Cc1ccc(NC(=O)N2CCCC(c3ccccc3)C2)cc1 (stereo unspecified)
0.92	i	COc1ccc(S(=O)(=O)N(C)c2ccc(C(=O)Nc3c(C)n(C)n(-c4ccccc4)c3=O)cc2)cc1
0.49	i	O=C(NCCCN1CCCC1=O)c1ccc(CNS(=O)(=O)c2ccc(F)cc2)cc1
2.6	-5.8*	COc1ccc(C(CNC(=O)c2oc3cc(C)c(Cl)cc3c2C)N2CCCCC2)cc1 (stereo unspecified)
-0.81	i	Oc1ccc(N=Cc2sc3ccccc3c2Cl)cc1
-1.5	i	OCCN1CCN(C2CCC(c3ccc(F)cc3)c3ccc(F)cc32)CC1 (stereo unspecified)
0.19	i	COc1ccc(C(=O)N(C)C2CCCc3ccccc32)cc1OC1CCN(C(C)C)CC1 (stereo unspecified)
-1.6	i	COc1ccccc1CNS(=O)(=O)CC12CCC(CC1=O)C2(C)C (stereo unspecified)
-8.9*	-7.4*	Cc1ccc(OCC(=O)Nc2ccccc2N2CCOCC2)c(C)c1
0.2	i	O=c1oc2ccccc2c(Nc2ccc(F)cc2)c1[N+](=O)[O-]
-1	i	COC(=O)N1C(=O)[C@](c2ccccc2)(C2CCCC2)N1C(=O)OC
1.9	i	O=C1CSC(c2ccncc2)N1Cc1ccccc1 (stereo unspecified)
0.52	i	c1ccc(-n2nnnc2CN2CCOCC2)cc1
0.86	i	CC1CCC(NC(=O)CC(NC(N)=O)c2ccccc2Cl)CC1 (stereo unspecified)
-0.52	i	O=C(NCc1ccc(F)cc1)C(=O)NCC1OCCN1S(=O)(=O)c1ccc2c(c1)OCCO2 (stereo unspecified)
-1.6	i	C/C(=N/NC(=O)c1sc(=S)n(C)c1C)c1ccccc1
-0.66	i	CC(C)(C)C(=O)c1cn(CC(=O)NCc2ccc3c(c2)OCO3)c2ccccc12
-0.43	i	CCCCN(C(=O)NC(=O)Nc1ccccc1OC)S(C)(=O)=O
0.63	i	O=C(COC(=O)c1ccc(Cl)nc1)Nc1ccccc1OC(F)F

# Source: PubChem BioAssay
